High-throughput results as filed in PubChem.
GIRK2 act: activators of NPY4-receptor-primed GIRK2 channels, summary, cell-based, HEK293, thallium flux. AID 1259324, 2017. activation (% efficacy), % for hits at 37.5 µM. HEK293 GIRK2/NPY4 cells, thallium flux fluorescence. 34,000 tested, under 10 active. G protein-activated inward rectifier potassium channel 2 (Homo sapiens), P48051;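 active means primary screen hit, no activity in plain HEK293 cells, and in GIRK2-only cells above 5% efficacy rising with concentration; inactive means the rest, including fluorescent compounds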;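 further: efficacy is normalized control-subtracted fluorescence 15 s after thallium addition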
Target sequence (P48051 whole entry, looked up): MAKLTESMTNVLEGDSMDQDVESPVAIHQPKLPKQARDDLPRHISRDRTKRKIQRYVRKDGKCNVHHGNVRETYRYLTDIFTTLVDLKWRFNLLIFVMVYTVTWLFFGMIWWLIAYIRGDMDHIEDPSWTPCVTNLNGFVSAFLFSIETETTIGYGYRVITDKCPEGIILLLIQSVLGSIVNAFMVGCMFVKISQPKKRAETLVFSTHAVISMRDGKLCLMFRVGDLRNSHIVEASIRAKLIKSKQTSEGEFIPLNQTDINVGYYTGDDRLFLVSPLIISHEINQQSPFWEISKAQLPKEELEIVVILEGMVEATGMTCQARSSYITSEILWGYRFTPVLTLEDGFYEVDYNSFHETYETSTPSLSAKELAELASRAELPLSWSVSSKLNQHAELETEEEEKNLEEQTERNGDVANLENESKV
Calls only; i = inactive. Some of the compounds tested. The share of hits here may be higher or lower than overall.

Preview (19 entries):
molecule,GIRK2 act
O=C1NC2(CCCCC2)Nc2ccccc21,i
CCCCNC(=O)Cn1cnc(-c2ccc(OCC)cc2)cc1=O,i
O=C(NNC(=O)c1cccn(Cc2ccc(Cl)c(Cl)c2)c1=O)c1ccco1,i
COc1ccc(NC(=O)Cn2cc(-c3ccccc3)c(N3CCOCC3)n2)c(OC)c1,i
O=S(=O)(NCCN1CCC(c2cccs2)CC1)c1ccc2c(c1)OCCO2,i
O=C(CCc1ccccc1)Nc1cccc(N2CCCC2=O)c1,i
CCn1nc(C)cc1C(=O)N(CCCN(C)C)c1nc2ccc(Cl)cc2s1,i
CC(=O)N1CC(C(=O)Nc2ccc3c(c2)OCO3)C1,i
O=C(N1CCC(Cn2cnc3ccccc32)CC1)C1(c2ccccc2)CCOCC1,i
COc1ccc(S(=O)(=O)Nc2ccc(N3CCCC3=O)cc2)cc1C,i
Cn1nnc2c(N3CCN(CC(=O)N4CCCc5ccccc54)CC3)ncnc21,i
O=C(Nc1ccc2c(c1)N(C(=O)c1cccs1)CC2)c1ccc(Br)o1,i
Cc1cc(C(=O)N(Cc2ccco2)c2nc3ccccc3s2)on1,i
Cn1cccc(C(=O)N2CCC(CNC(=O)/C=C/c3cccs3)CC2)c1=O,i
O=S(=O)(c1cccnc1)N1CCOC(c2ccc(C(F)(F)F)cc2)C1 (configuration not stated),i
Cc1ccc(S(=O)(=O)c2[nH]c(-c3ccccc3)nc2SCC(=O)NC(C)(C)C)cc1,i
CSc1ncccc1C(=O)N1CCC(CNC(=O)/C=C/c2cccs2)CC1,i
COc1ccc(Cl)cc1NC(=O)c1cc2c(=O)n3cccc(C)c3nc2n1Cc1ccccc1,i
CCOc1ccc2ccccc2c1C(=O)N1CCN(c2nccn2CC)CC1,i

The listing, from the start:
molecule,GIRK2 act
O=C1NC2(CCCCC2)Nc2ccccc21,i
CCCCNC(=O)Cn1cnc(-c2ccc(OCC)cc2)cc1=O,i
O=C(NNC(=O)c1cccn(Cc2ccc(Cl)c(Cl)c2)c1=O)c1ccco1,i
COc1ccc(NC(=O)Cn2cc(-c3ccccc3)c(N3CCOCC3)n2)c(OC)c1,i
O=S(=O)(NCCN1CCC(c2cccs2)CC1)c1ccc2c(c1)OCCO2,i
O=C(CCc1ccccc1)Nc1cccc(N2CCCC2=O)c1,i
CCn1nc(C)cc1C(=O)N(CCCN(C)C)c1nc2ccc(Cl)cc2s1,i
CC(=O)N1CC(C(=O)Nc2ccc3c(c2)OCO3)C1,i
O=C(N1CCC(Cn2cnc3ccccc32)CC1)C1(c2ccccc2)CCOCC1,i
COc1ccc(S(=O)(=O)Nc2ccc(N3CCCC3=O)cc2)cc1C,i
Cn1nnc2c(N3CCN(CC(=O)N4CCCc5ccccc54)CC3)ncnc21,i
O=C(Nc1ccc2c(c1)N(C(=O)c1cccs1)CC2)c1ccc(Br)o1,i

molecule,GIRK2 act
Cc1cc(C(=O)N(Cc2ccco2)c2nc3ccccc3s2)on1,i
Cn1cccc(C(=O)N2CCC(CNC(=O)/C=C/c3cccs3)CC2)c1=O,i
O=S(=O)(c1cccnc1)N1CCOC(c2ccc(C(F)(F)F)cc2)C1 (configuration not stated),i
Cc1ccc(S(=O)(=O)c2[nH]c(-c3ccccc3)nc2SCC(=O)NC(C)(C)C)cc1,i
CSc1ncccc1C(=O)N1CCC(CNC(=O)/C=C/c2cccs2)CC1,i
COc1ccc(Cl)cc1NC(=O)c1cc2c(=O)n3cccc(C)c3nc2n1Cc1ccccc1,i
CCOc1ccc2ccccc2c1C(=O)N1CCN(c2nccn2CC)CC1,i
COc1ccc(NC(=O)c2ccoc2)cc1Cl,i
O=c1c2ccccc2[nH]c(=S)n1CCc1ccc(Cl)cc1,i
Cc1ccccc1-c1ccc(N2CCN(C(=O)c3ccc(S(N)(=O)=O)cc3)CC2)nn1,i
Cc1cccc(N2CCN(C(=O)Cc3nnc(Nc4ccccc4C)s3)CC2)c1,i
CCc1nc2sc(C(c3ccc(Br)cc3)N3CCN(CC)CC3)c(O)n2n1 (configuration not stated),i

molecule,GIRK2 act
CCOCC(=O)NCC1CCN(C(=O)/C=C/c2ccco2)CC1,i
COCCNC(=O)Cc1ccc(NC(=O)c2ccc(S(=O)(=O)N(C)C)cc2)cc1,i
CCc1ccc(C(=O)NCCCCN2CCOC(c3ccccc3)C2)cc1 (configuration not stated),i
O=C(CCc1ccccc1)N(CCN1CCOCC1)c1nc2c(Cl)cccc2s1,i
COc1ccc(SCCC(=O)Nc2nccs2)cc1,i
O=C(/C=C/c1ccc2c(c1)OCO2)Nc1ccc2c(c1)CN(C(=O)c1cccs1)CC2,i
Cc1cc(F)ccc1S(=O)(=O)NCC1CCN(c2ccccn2)CC1,i
CC1CC(C)CN(S(=O)(=O)c2cc3c4c(c2)CCC(=O)N4CCC3)C1 (configuration not stated),i
CN1C(=O)NC2(CCN(C(=O)c3ccc(Br)o3)CC2)C1=O,i
Cc1ccc(S(=O)(=O)CCCC(=O)N(Cc2cccnc2)c2nc3cc(C)c(C)cc3s2)cc1,i
COc1cc(C)c(C)cc1S(=O)(=O)NCC(C)(O)CCSC (configuration not stated),i
O=c1oc(-c2ccncc2)nc2c(Cl)cccc12,i

molecule,GIRK2 act
O=C(CSc1nc(=O)n(CCCO)c2c1CCCC2)Nc1ccc([N+](=O)[O-])cc1,i
O=C(NCCOc1ccc(F)cc1)c1ccc(Cl)c(Cl)c1,i
COc1ccc(S(=O)(=O)NCC2CCN(Cc3ccsc3)CC2)cc1F,i
Cc1noc(C)c1CN1CCN(S(=O)(=O)c2ccccc2F)CC1,i
CCOC(=O)C1CCc2sc(NC(=O)C3CN(C(=O)c4cnccn4)C3)nc21 (configuration not stated),i
N#Cc1ccc(Cl)cc1NC(=O)C(=O)NCCn1nc(-c2ccco2)ccc1=O,i
O=C(CCc1csc2nc(-c3ccc(Cl)cc3)cn12)NCCc1c[nH]c2ccccc12,i
CC(C)(Oc1ccc(Cl)cc1)C(=O)NCC1(O)CCc2ccccc21 (configuration not stated),i
Cc1cc(C)c2sc(N3CCN(C(=O)NCc4ccccc4)CC3)nc2c1,i
Cc1ccc(Cl)cc1NC(=O)CN1CCN(C(=O)N2CCOCC2)CC1,i
O=C(CCn1ccc(=O)[nH]c1=O)NCCn1nc(-c2ccc(Cl)cc2)ccc1=O,i
COc1ccc(C(=O)N2C(=S)C(c3ccccc3)=NC23CCCC3)cc1,i
COCCNC(=O)CSc1nnc(-c2ccc(=O)n(C)c2)n1C,i
CC(C(=O)c1ccc(F)cc1)n1cnc(-c2ccc(F)cc2)cc1=O (configuration not stated),i
Cc1ccc(C)c(Cn2c(C(C)NC(=O)c3ccco3)nc3ccccc32)c1 (configuration not stated),i
